IL-1B inflam inh = qHTS for Inhibitors of Inflammasome Signaling: IL-1-beta AlphaLISA Primary Screen; THP-1 LPS/ATP IL-1B secretion, AlphaLISA, 16 h; stronger effect = lower value; activity change, % at 57.5 µM; 4.7% of 360,000 active; in the data active means activity change below about -50%; inconclusive means mostly about -30% to -49%; further: on the % scale 0 is the no-effect control and ±100 the full control effect
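Secreted IL-1B measured by AlphaLISA bead assay after 16 h compound exposure of THP-1 cells; compounds (final up to 57.5 uM) added 1 h before LPS (250 ng/mL) and ATP (1.25 mM) stimulation; lower signal means less secretion.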
HT1080NT lethal = qHTS for induction of synthetic lethality in tumor cells producing 2HG: qHTS for the HT-1080-NT fibrosarcoma cell line; Potency, µM (highest dose often 46.1 µM), without a hit: at the highest dose activity, negative = less viability, actives largely listed as cytotoxic; 1.6% of 360,000 active; AID 686970, 2013; HT-1080-NT fibrosarcoma viability, CellTiter-Glo ATP luminescence, 48 h;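 further: NT is the 2HG producing partner of a matched IDH1 knockdown line; potency means the concentration at half of the fitted maximal effect; 0% = DMSO-treated cells and -100% = media-only wells without cells; nearly all actives have a fitted effect of over 55% in size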
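HT-1080-NT; 750 cells/well; 5% FBS RPMI; 48 h compound, 37 degrees C; CellTiter-Glo luminescence; curve fitting and curve-class assignment.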
S2 tox = Viability Counterscreen for Primary qHTS for Inhibitors of ATXN expression; S2 cells (HEK-293 line with an ATXN2-luciferase reporter) viability, CellTiter-Fluor protease fluorescence, 24 h; 0.49% of 400,000 active; Potency, µM (series often up to 56.7 µM), actives largely listed as cytotoxic; further: potency means the concentration at half of the fitted maximal effect; nearly all actives have a fitted effect of over 40% in size
SW480 rerep = A quantitative high throughput screen for small molecules that induce DNA re-replication in SW480 colon adenocarcinoma cells; Potency, µM (highest dose often 46.1 µM), without a hit: top-dose re-replication activation, actives largely listed as activators; 1.8% of 340,000 active; SW480 DNA re-replication, Hoechst DNA content imaging, 48 h; further: potency means the concentration at half of the fitted maximal effect; % of control where 0% means no effect; nearly all actives have a fitted effect of over 55% in size
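Quantitative HTS format with DMSO vehicle controls; 48 hr drug incubation at 37 C, then 40 min Hoechst staining and scanning imager measurement at 405 nm excitation.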
KB-V1 MDR tox = qHTS assay for MDR1-selective chemotherapeutics: Primary screen using the drug-selected MDR subline cells KB-V1; 3.4% of 400,000 active; Potency, µM (titrated, usually from 46.1 µM), for inactives: top-dose activity change, negative = cytotoxicity, actives largely listed as cytotoxic; AID 1347076, 2019; KB-V1 MDR cells viability, CellTiter-Glo, 72 h; further: potency means the concentration at half of the fitted maximal effect; on the % scale 0 is the no-effect control and ±100 the full control effect; nearly all actives have a fitted effect of over 60% in size
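Cells of the MDR subline KB-V1 are plated, dosed with compound at multiple concentrations, and incubated 72 h at 37 degrees C; CellTiter-Glo is then added and luminescence read after 10 min.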
HT1080 IDH1KD tx = qHTS for induction of synthetic lethality in tumor cells producing 2HG: qHTS for the HT-1080-IDH1KD cell line | Potency, µM (titrated, usually from 46.1 µM), without a hit: at the highest dose activity, negative = toxicity, actives largely listed as cytotoxic | HT-1080 IDH1 knockdown viability, ATP luminescence, 48 h | AID 686971, 2013 | 2% of 360,000 active;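 further: potency means the concentration at half of the fitted maximal effect; 0% = DMSO wells and -100% = cell-free medium wells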
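Using the IDH1-knockdown HT-1080 line run in the same batch and compound series as the NT line, viability after 48 h at 37 °C was determined by CellTiter-Glo luminescence and expressed as % activity.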
KB-3-1 tox = qHTS assay for MDR1-selective chemotherapeutics: Primary screen using the parental adenocarcinoma cell KB-3-1; KB-3-1 viability, CellTiter-Glo ATP luminescence, 72 h; Potency, µM (series often up to 46.1 µM), for inactives: top-dose activity change, negative = cytotoxic, actives largely listed as cytotoxic; 1.4% of 400,000 active; further: potency means the concentration at half of the fitted maximal effect; on the % scale 0 is the no-effect control and ±100 the full control effect; nearly all actives have a fitted effect of over 60% in size
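Screening of KB-3-1 cells (DMEM, 10% FBS, phenol-red free) ran from lowest to highest compound concentration; after 72 h at 37 °C viability was read luminescently and curves fitted.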
ATXN2 expr inh = Primary qHTS for Inhibitors of ATXN expression; HEK-293 ATXN2-luciferase reporter, luminescence, 24 h; Potency, µM (series often up to 57 µM), inactives show at the top dose activity change, negative = inhibition, most hits filed as inhibitors; 0.72% of 360,000 active; AID 1745845, 2022; further: potency means the concentration at half of the fitted maximal effect; on the % scale 0 is the no-effect control and ±100 the full control effect; nearly all actives have a fitted effect of over 55% in size
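ATXN2-luciferase reporter cells (luciferase flanked by upstream and downstream ATXN2 gene portions) were treated 24 h at 37 °C with compounds at up to 57 uM. SteadyGlo luminescence gave expression; GF-AFC fluorescence gave viability.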
MCF10A rerep = A quantitative high throughput screen for small molecules that induce DNA re-replication in MCF 10a normal breast cells; 2.9% of 350,000 active; MCF 10A DNA re-replication, Hoechst nuclear intensity, 48 h; Potency, µM (titrated, usually from 46.1 µM), for inactives: at the highest dose activity, positive = re-replication, most hits filed as activators; AID 624296, 2012; further: potency means the concentration at half of the fitted maximal effect; % of control where 0% means no effect; nearly all actives have a fitted effect of over 50% in size
* = called active by the depositor; i = inactive; ? = inconclusive; / = not tested or not shown; [ ] = another dose, or the depositor's remark. Unless noted, the call rests on the fitted dose curve; in most records, active means well fitted curve in the direction sought with a large enough effect; inconclusive means small, poorly fitted or top-dose-only effect, or another doubt; inactive means no such curve, though single readings can be large; an effect the other way counts as inactive or inconclusive. Random draw from the library; overall some 11% were active at least once.

SMILES | IL-1B inflam inh | HT1080NT lethal | S2 tox | SW480 rerep | KB-V1 MDR tox | HT1080 IDH1KD tx | KB-3-1 tox | ATXN2 expr inh | MCF10A rerep
Cc1ccc(O)c(NC(=O)c2noc3c2CCc2ccccc2-3)c1 | 22 | 10% | ? | 15µM* | 0% | -1% | -9% | -12% | ?
Cc1ccc(OCCC(=O)Nc2c(C)n(C)n(-c3ccccc3)c2=O)cc1 | -2 | 16% | i | 1% | 22% | 18% | 4% | -2% | -16%
CC1Cc2nc(SCC(=O)N3CCOCC3)n(C)c(=O)c2S1 (stereo not given) | i | 2% | i | -20% | -2% | 6% | 3% | 1% | -2%
O=[N+]([O-])c1cc(-c2csc(NCCc3nc4cc(Cl)c(Cl)cc4n3CCCO)n2)ccc1Cl | ? | 1% | i | 4% | -3% | -1% | -4% | -14% | ?
Cc1csc2ncc(C(=O)Nc3ccccc3F)c(=O)n12 | 26 | -13% | i | 1% | 0% | -2% | -22% | 35%[activator] | 0%
COc1ccc(S(=O)(=O)NCC2CCCN(Cc3ccccc3Cl)C2)cc1 (stereo not given) | -14 | -8% | i | -1% | 4% | -5% | -5% | -19% | 23µM*
COc1cccc(C(=O)NCC(c2cccs2)N2CCOCC2)c1 (stereo not given) | 10 | 24% | i | 1% | / | 6% | / | 6% | 11%
CC12C(=O)N(Cc3ccccc3)C(=O)C1C1C=CC2C1 (stereo not given) | 12 | 1% | i | 16% | -16% | 5% | 5% | 6% | 2%
COc1cccc(NC(=O)C2CCCN2C(=O)OCc2ccccc2)c1 (stereo not given) | -11 | 6% | i | 0% | -11% | 9% | -2% | 1% | -3%
CCc1ccc(C(=O)NNC(=O)OC)cc1 | 6 | 20% | i | 14% | 5% | 5% | 4% | 14% | 1%
CC(=O)NC(=S)Nc1ccc(S(=O)(=O)N2CCOCC2)cc1 | -2 | 5% | i | -5% | 4% | -1% | 0% | -22% | -6%
CC(=O)NCCc1nc2cc(NS(=O)(=O)c3ccc(Cl)cc3)ccc2n1C | -3 | 7% | i | -14% | 1% | 6% | 2% | / | 2%
O=C(Nc1ccc(N2CCOCC2)cc1)c1csc(COCCO)n1 | -8 | 0% | i | / | ? | 6% | -3% | -6% | /
Cc1nc2ncnn2c(N2CCN(S(=O)(=O)c3ccc(Br)cc3)CC2)c1C | 39 | 7% | ? | 1% | -13% | 7% | -14% | -9% | 13%
C=CCOC(=O)N1CCC2CC1c1cc(-c3cccc(C)c3)ccc12 (stereo not given) | 21 | -8% | i | -1% | 6% | -14% | -6% | 4% | ?

Laid out differently: entries from further up
| structure | IL-1B inflam inh | HT1080NT lethal | S2 tox | SW480 rerep | KB-V1 MDR tox | HT1080 IDH1KD tx | KB-3-1 tox | ATXN2 expr inh | MCF10A rerep |
| --- | --- | --- | --- | --- | --- | --- | --- | --- | --- |
| COc1cccc(C(=O)NCC(c2cccs2)N2CCOCC2)c1 (stereo not given) | 10 | 24% | i | 1% | / | 6% | / | 6% | 11% |
| CC12C(=O)N(Cc3ccccc3)C(=O)C1C1C=CC2C1 (stereo not given) | 12 | 1% | i | 16% | -16% | 5% | 5% | 6% | 2% |
| COc1cccc(NC(=O)C2CCCN2C(=O)OCc2ccccc2)c1 (stereo not given) | -11 | 6% | i | 0% | -11% | 9% | -2% | 1% | -3% |
| CCc1ccc(C(=O)NNC(=O)OC)cc1 | 6 | 20% | i | 14% | 5% | 5% | 4% | 14% | 1% |

Going on with the list.
SMILES | IL-1B inflam inh | HT1080NT lethal | S2 tox | SW480 rerep | KB-V1 MDR tox | HT1080 IDH1KD tx | KB-3-1 tox | ATXN2 expr inh | MCF10A rerep
CCCNC(=O)C1(C)CCCN(C/C=C/c2ccccc2)C1 (stereo not given) | 32 | 14% | i | / | -4% | 8% | 0% | 3% | /
CC1CCN(C(=O)CCn2c(=O)oc3ccc(Cl)cc32)CC1 | -7 | 4% | i | / | 1% | -5% | -8% | / | /
Cc1nc(-c2ccc(F)cc2)sc1CCNC(=O)c1ccccc1C(F)(F)F | / | / | ? | / | 5% | / | -3% | -24% | /
Cc1cc2nc3c(nc2cc1C)C1(C(=O)O)CCC3(C)C1(C)C (stereo not given) | 6 | 11% | i | -3% | 11% | 9% | -2% | 8% | 7%
O=C(CCNS(=O)(=O)c1ccc(Cl)cc1)N1CCC2(O)CCCCC2C1 (stereo not given) | -13 | 8% | i | -2% | -2% | 10% | 3% | -9% | 12%
Cc1cc(C)nc(NC(=O)c2ccc([N+](=O)[O-])c(C)c2)n1 | 5 | 6% | i | -7% | -14% | 10% | 3% | -1% | 2%
O=C(CSc1nc2ccccc2s1)Nc1ccc(N2CCOCC2)c(Cl)c1 | -4 | 3% | i | -1% | ? | -4% | -15% | -20% | 18%
CC(C)(C)NC(=O)CSc1nc2ccc(NC(=O)CSc3nnc(N)s3)cc2s1 | -8 | 2% | i | -4% | -20% | -2% | -11% | -11% | ?
CCOC(=O)Cc1csc(N/C(=N/S(=O)(=O)c2ccc(F)cc2F)c2ccccc2)n1 | -4 | -2% | i | -3% | 4% | -1% | 8% | -4% | 23%
N#C/C(=C\c1cccn1S(=O)(=O)c1cccc(C#N)c1)S(=O)(=O)c1ccc(F)cc1 | 0 | -12% | i | / | 14% | 1% | 0% | 3% | /
CCc1ccccc1NC(=O)CCc1c(C)nc2cc(-c3ccccc3)nn2c1C | / | / | i | / | -3% | / | -9% | -10% | /
N#Cc1nc(COc2ccccc2)oc1N1CCN(Cc2ccccc2)CC1 | ? | -1% | i | -6% | 4% | -2% | 18% | 4% | ?
Cc1ccc(C)c(NC(=O)CSc2ncnc3nc[nH]c23)c1 | 33 | 2% | i | -2% | -8% | 7% | 1% | 9% | 1%
CCOC(=O)c1c(C)[nH]c(C)c1S(=O)(=O)N1CCC(C(=O)Nc2ccc(C)cn2)CC1 | / | / | i | / | 3% | / | -4% | 12% | /
CCCc1nc2sc3c(c2c(=O)[nH]1)CCCC3 | 24 | 2% | i | -8% | 0% | 2% | 26% | 6% | -3%
Cn1c(=O)[nH]c(=O)c2[nH]c(CN3CCN(C(=O)c4ccco4)CC3)nc21 | 14 | 12% | i | -12% | -4% | 7% | 11% | 2% | 13%
Cc1cc(NC(=O)c2cc(C(C)(C)C)oc2C)no1 | 4 | -10% | i | 2% | -1% | 2% | -6% | / | ?
Clc1ccc2[nH]c3c(N4CCC5(CC4)OCCO5)ncnc3c2c1 | ? | 16µM* | ? | ? | 16µM* | 8.2µM* | 15µM* | ? | 21µM*
Cc1ccc(S(=O)(=O)Nc2ccccc2C(=O)N2CCN(C)CC2)cc1 | 15 | -1% | i | -10% | 4% | 2% | 21% | 0% | -3%
O=C(Nc1cccc(F)c1)C1CCN(C(=O)NCc2ccccc2)CC1 | 8 | -9% | i | -15% | -2% | 0% | 0% | -11% | -8%
Cc1cc(=O)oc2cc(OCC(=O)NCC3CCC(C(=O)O)CC3)ccc12 (stereo not given) | 22 | -5% | i | ? | -15% | -2% | 0% | 0% | ?
CCCCNC(=O)c1nc(-c2ccncc2)oc1-c1ccc(OC(F)(F)F)cc1 | 45 | 11% | / | / | -11% | 2% | -1% | / | /
COc1cccc2sc(Nc3nnc(-c4cccs4)o3)nc12 | 75 | -29% | i | 9% | ? | ? | ? | 21% | 23µM*
Cc1cc(C)cc(NC(=O)COC(=O)CNC(=O)C2CCCCC2)c1 | 2 | 2% | i | -16% | 0% | 5% | 0% | -4% | 4%
COC(=O)CC1C(=O)NCCN1C(=S)NC(=O)c1sc2ccccc2c1Cl (stereo not given) | 15 | 8% | i | 3% | 0% | 3% | 11% | 4% | 0%
CCOc1ccc(C(c2c(O)nc(SC)n(C)c2=O)c2c(O)nc(SC)n(C)c2=O)cc1 | 8 | 8% | i | -6% | -22% | 13% | 1% | 1% | 0%
CC[C@@]12C(=O)N(c3ccc(C)cc3)C(=O)N1[C@H](c1ccc(Br)cc1)[C@@H]1C(=O)N(C(C)(C)C)C(=O)[C@@H]12 | ? | -15% | i | 13% | -23% | -6% | ? | ? | -8%
CCc1ccc(/C=C2/C(=O)N(c3ccccc3)C(=S)N2CC(=O)OC)s1 | 3 | ? | ? | -30%[inhibitor] | ? | ? | ? | 0% | ?
CCS(=O)(=O)c1ccc2oc(SCC(=O)Nc3ccc(OC)c(OC)c3)nc2c1 | 25 | 2% | i | -4% | -21% | 7% | 27% | -20% | -3%
Cc1cccc(N2CCN(C(=O)c3ccc(NS(=O)(=O)c4c(C)noc4C)cc3)CC2)c1C | -4 | -3% | i | -3% | -17% | -11% | -8% | -2% | ?
COc1ccc(C(=O)NNc2ccccc2)cc1 | 6 | ? | i | 2% | -1% | -10% | -7% | -1% | 8%
CN(C)c1ccc(-c2noc(-c3ccccc3O)n2)cc1 | -10 | -2% | i | -4% | 9% | -11% | -1% | -21% | -3%
Cc1ccc(NC(=O)CSc2nnc([C@@H]3CCCN3C(=O)OC(C)(C)C)o2)c(C)c1 | 11 | 18% | i | -3% | 0% | 24% | 3% | 0% | -1%
O=C1NC2(CCCCC2)C(=O)N1Cc1cc(=O)n2ccsc2n1 | -15 | 16% | i | -10% | ? | 7% | 3% | -14% | 9%
NC(=O)C(c1cccc(Cl)c1)c1ncc(C(F)(F)F)cc1Cl (stereo not given) | 11 | 4% | i | -2% | -6% | -1% | 18% | -2% | 5%
O=c1oc(-c2ccccc2)nc2sc3c(c12)CCCC3 | 34 | 12% | i | 12% | ? | 30% | 5% | 41%[activator] | -4%
CCOC(=O)C1CCN(C(c2cc3cc(C)cc(C)c3[nH]c2=O)c2nnnn2C2CCCCC2)CC1 (stereo not given) | 8 | 3% | i | -7% | 0% | -3% | 3% | 15% | -5%
